# Bioassay records deposited in PubChem by several laboratories.
# ABHD5 PLIN5 PPI – inhibitors of human ABHD5-perilipin-5 interaction; Split G. princeps luciferase complementation, luminescence, 4 h; inhibition, % at 4 µM; hit rate 0.78% among 360,000; AID 602281;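 active = inhibition above the mean inhibition across every tested compound plus 3 SD, cut at about 22% in these data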;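 also: 0% = DMSO only wells and the 100% control is not disclosed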
# TLR9-MyD88 block – TLR9-MyD88 interaction inhibition; Q9NR96+Q99836; CHO BLA complementation TLR9-MyD88, CCF4 FRET ratio; inhibition, % at 4.98 µM; hit rate 0.21% among 340,000;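 active = inhibition above the mean over all tested compounds plus 3 SD, cut at about 21% in these data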;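 also: 0% = DMSO only wells and 100% = clavulanate BLA inhibitor control wells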
# NCOA1 inh – inhibitors of human steroid receptor coactivator 1 (SRC1). inhibition, % at 3.6 µM. AID 588354. Q15788. HEK293 GAL4-SRC1 luciferase reporter, luminescence. hit rate 0.12% among 360,000;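 active = inhibition above the campaign mean plus 3 SD, with each screening campaign given its own cutoff, cut at about 60% in these data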;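 also: 0% = DMSO treated cells and 100% = gossypol at 36 µM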
# TROY NFkB inh – blocks TROY-dependent signaling in reporter cells | Q293 LMP1-TROYcd NF-kB luciferase reporter, 4 h | inhibition, % at 10 µM | hit rate 0.98% among 360,000 | AID 1347056;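 active = compounds whose plate-normalised and pattern-corrected inhibition of the luciferase reporter signal at the single screening dose is 50% or more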
# TWEAK-Fn14 inh – blocks TWEAK-Fn14 interaction in a reporter cell assay; TWEAK-stimulated Fn14 reporter cells, luciferase luminescence, 8 h; hit rate 2% among 360,000; AID 1159606; inhibition, % at 10 µM; in the data active = inhibition above about 50%
# LRH-1 inv ag – NR5A2 inverse agonism in reporter assay; O00482; HEK293T StAR-luciferase reporter, LRH-1 transfected, 24 h; inhibition, % at 3.6 µM; hit rate 0.13% among 360,000;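 active = inhibition above the mean inhibition of all tested compounds plus 3 SD, cut at about 73% in these data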;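 also: 0% = DMSO wells and 100% = reporter-only cells lacking LRH-1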
# Granule exo inh – blocks lytic granule exocytosis; TALL-104 LAMP-1 surface exposure, flow cytometry; cells stimulated with thapsigargin and PMA; inhibition, % at 10 µM; hit rate 0.66% among 360,000;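 active = inhibition above about 55%, limit read from the data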
# NR2F2 inh – NR2F2 (human) inhibition, primary screen; HEK293T NGFI-A luciferase reporter, luminescence; AID 686940; P24468; hit rate 0.7% among 370,000; inhibition, % at 8.6 µM;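 active = inhibition above a per-plate cutoff, mean inhibition of test wells between control levels plus 3 SD, cut at about 38% in these data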;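 also: cells cotransfected with COUP-TFII expression vector driving the NGFI-A reporter; 0% = median of COUP-TF2 test wells and 100% = reporter-only cells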
# Target sequence (P24468 whole entry, looked up): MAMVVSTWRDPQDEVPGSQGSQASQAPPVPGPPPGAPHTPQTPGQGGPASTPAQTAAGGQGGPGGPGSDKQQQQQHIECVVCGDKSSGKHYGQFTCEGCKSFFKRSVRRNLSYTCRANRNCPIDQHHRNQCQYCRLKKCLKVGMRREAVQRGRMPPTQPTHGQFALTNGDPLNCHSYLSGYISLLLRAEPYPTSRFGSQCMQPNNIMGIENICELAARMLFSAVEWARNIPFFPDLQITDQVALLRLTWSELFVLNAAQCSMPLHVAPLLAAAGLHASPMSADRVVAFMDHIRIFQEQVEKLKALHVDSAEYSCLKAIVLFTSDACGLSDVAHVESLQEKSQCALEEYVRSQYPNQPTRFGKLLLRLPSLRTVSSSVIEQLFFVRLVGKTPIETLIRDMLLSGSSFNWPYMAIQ
# NCOA2 inhibitor – inhibits human steroid receptor coactivator 2; hit rate 0.17% among 370,000; HEK293 GAL4-SRC2 luciferase reporter, luminescence; inhibition, % at 9 µM; AID 651957; Q15596;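 active = inhibition above the mean inhibition of all tested compounds plus 3 SD, set per campaign, cut at about 52% in these data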;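 also: 0% = DMSO treated cells and 100% = cells given Gossypol at 36 µM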
# NOD2-RIPK2 inh – blocks binding of human NOD2 to RIPK2; O43353; CHO BLA complementation NOD2-RIPK2, CCF4 ratio; inhibition, % at 4.98 µM; hit rate 0.38% among 360,000; AID 624267; in the data active = inhibition above about 21%;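 also: 0% = vehicle only and 100% = reference blocker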
# Target sequence (O43353 whole entry, looked up): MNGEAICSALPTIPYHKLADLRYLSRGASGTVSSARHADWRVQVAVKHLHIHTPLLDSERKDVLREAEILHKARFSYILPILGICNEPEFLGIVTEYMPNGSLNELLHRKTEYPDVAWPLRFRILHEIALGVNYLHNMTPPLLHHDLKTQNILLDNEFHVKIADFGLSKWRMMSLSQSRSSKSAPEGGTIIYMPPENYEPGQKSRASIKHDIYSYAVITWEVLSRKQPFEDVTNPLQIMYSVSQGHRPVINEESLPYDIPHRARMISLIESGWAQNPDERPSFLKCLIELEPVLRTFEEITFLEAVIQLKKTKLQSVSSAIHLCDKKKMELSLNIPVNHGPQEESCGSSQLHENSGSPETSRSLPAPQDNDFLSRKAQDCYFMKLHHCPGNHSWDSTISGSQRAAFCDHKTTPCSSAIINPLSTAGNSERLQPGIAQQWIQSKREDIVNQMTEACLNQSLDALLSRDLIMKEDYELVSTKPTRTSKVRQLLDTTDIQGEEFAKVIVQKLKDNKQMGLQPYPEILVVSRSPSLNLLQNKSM
# SRC3 inh – inhibits human SRC3 coactivator. AID 588352. Q9Y6Q9. hit rate 0.17% among 360,000. inhibition, % at 3.6 µM. HEK293 GAL4-SRC3 luciferase reporter, luminescence;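 active = inhibition above a per-campaign cutoff, the mean of all compounds plus 3 SD, cut at about 60% in these data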;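 also: 0% = DMSO-treated cells and 100% = gossypol-treated cells at 36 µM; higher means less SRC3-driven luciferase light from the GAL4 reporter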
# The depositor's hits bear a star; . = not tested or not shown; & = joins results of further samples.
SMILES	ABHD5 PLIN5 PPI	TLR9-MyD88 block	NCOA1 inh	TROY NFkB inh	TWEAK-Fn14 inh	LRH-1 inv ag	Granule exo inh	NR2F2 inh	NCOA2 inhibitor	NOD2-RIPK2 inh	SRC3 inh
Cc1nn(Cc2c(F)c(F)c(F)c(F)c2F)c(C)c1NC(=O)c1cccc(COc2ccccc2Cl)c1	-1	-2	-114	14	-29	-233	0	-52	-50	2	-112
O=C(COC(=O)c1ccc(Cl)cc1)NC1CCCCCC1	1	-10	-13	-24	5	-3	-7	-9	-5	-15	2
COc1ccccc1CCNC(=O)c1ccc(NC(=O)CC2SC(N3CCCCC3)=NC2=O)cc1 (stereo not given)	1	2	-4	2	-3	-25	0	21	-16	2	-5
COc1ccccc1CC(=O)Nc1ccc(OC)c(OC)c1	3	2	-4	-8	10	-16	0	2	17	-13	-6
Cc1cccc(C)c1NC(=O)Cn1nc(C)n2cccc2c1=O	-8	5	-6	-19	-1	-7	1	-13	-16	1	-6
O=C(Nc1ccnn1C1CCN(Cc2ccccc2OCCO)CC1)c1cccc(F)c1	-4	-6	-2	20	-8	-3	2	10	14	4	-19
CCCc1nnc(NC(=O)CCC(=O)O)s1	3	-4	-7	3	-22	10	-6	10	-11	-13	4
O=C(CC1Sc2ccccc2NC1=O)Nc1cccc(-c2nnc3n2CCCCC3)c1 (stereo not given)	5	8	-12	22	5	26	-2	-6	1	-2	15
Cc1ccc(-c2csc3ncnc(NCCC(=O)O)c23)cc1	3	6	21	-4	8	-1	-4	-10	4	9	5
O=C(Nc1ccc(F)cc1F)c1c(C(F)(F)F)ccnc1Oc1cccc(C(F)(F)F)c1	-2	5	25	5	6	10	8	12	5	-9	1
CO/N=C/NC(=O)NOCc1ncc(C(F)(F)F)cc1Cl	2	-1	-22	11	-5	-6	-5	-13	7	-8	6
O=C(Nc1ccc([N+](=O)[O-])cc1)Nc1ccc2[nH]c(=O)[nH]c2c1	9	3	3	7	-1	11	-2	1	3	6	10
COCOCCn1cc(CN2CCS(=O)(=O)N(Cc3ccc(-c4cccc(CO)c4)cc3)C(C(C)C)C2=O)nn1 (stereo not given)	1	-1	0	2	-1	18	4	-2	3	-4	11
O=C(CN1C(=O)c2ccccc2C1=O)Nc1ccc2c(c1)OCO2	2	7	-56	-13	-7	-6	0	2	-4	-2	2
Cc1ccc(C(=O)Nc2nc(=O)n(C(=O)c3ccccc3Cl)s2)cc1	-9	0	-48	-10	-41	-42	4	-8	-28	-3	-56
Cc1cccc(N(CC(=O)NCC2CCCO2)C(=O)CCC(=O)Nc2nccs2)c1 (stereo not given)	0	0	16	-5	7	-11	-3	1	2	-9	-20
CCOC(=O)C1CCCN(C(=O)Cn2cnc3sc(C)c(S(=O)(=O)N4CCOCC4)c3c2=O)C1 (stereo not given)	9	0	-3	-5	21	18	-2	-9	-7	-12	8
Cc1ccccc1NC(=O)COC(=O)C1(C)CC1(Cl)Cl (stereo not given)	6	2	-30	-12	-14	-17	-3	14	-37	-21	4
CCc1c(C)nc(SCC(=O)N2CCCCC2)[nH]c1=O	1	-4	7	2	-16	5	1	-5	-35	1	9
CC1(C)C2CCC(CN)C1C2 (stereo not given)	-2	-1	1	9	-8	28	2	-7	17	3	8
CS(=O)(=O)c1ccc(-c2csc(C(O)c3cccc(Cl)c3)n2)cc1 (stereo not given)	-1	.	-1	14	-5	22	-2	8	-2	-5	-4
COc1ccc(-c2nnc(Nc3ccc(CC(N)=O)cc3)c3ccccc23)cc1	6	-1	4	10	-10	12	13	-20	-12	-13	12
O=C(CCCCCn1c(=S)[nH]c2cc3c(cc2c1=O)OCO3)N1CCN(C(=O)c2ccco2)CC1	-4	-1	1	10	11	17	-3	4	-9	0	11
CC(C)OP(=O)(OC(C)C)C(Nc1ccccc1)c1ccc2c(c1)OCO2 (stereo not given)	4	-12	-14	13	-3	-4	-6	12	-13	-7	7
CCC(C)N1CC23C=CC(O2)C(C(=O)OCc2ccccc2)C3C1=O (stereo not given)	0	4	-6	-9	-8	18	-1	-5	-11	-8	9

# Nine consecutive entries already listed, for reference:
SMILES	ABHD5 PLIN5 PPI	TLR9-MyD88 block	NCOA1 inh	TROY NFkB inh	TWEAK-Fn14 inh	LRH-1 inv ag	Granule exo inh	NR2F2 inh	NCOA2 inhibitor	NOD2-RIPK2 inh	SRC3 inh
COc1ccccc1CCNC(=O)c1ccc(NC(=O)CC2SC(N3CCCCC3)=NC2=O)cc1 (stereo not given)	1	2	-4	2	-3	-25	0	21	-16	2	-5
COc1ccccc1CC(=O)Nc1ccc(OC)c(OC)c1	3	2	-4	-8	10	-16	0	2	17	-13	-6
Cc1cccc(C)c1NC(=O)Cn1nc(C)n2cccc2c1=O	-8	5	-6	-19	-1	-7	1	-13	-16	1	-6
O=C(Nc1ccnn1C1CCN(Cc2ccccc2OCCO)CC1)c1cccc(F)c1	-4	-6	-2	20	-8	-3	2	10	14	4	-19
CCCc1nnc(NC(=O)CCC(=O)O)s1	3	-4	-7	3	-22	10	-6	10	-11	-13	4
O=C(CC1Sc2ccccc2NC1=O)Nc1cccc(-c2nnc3n2CCCCC3)c1 (stereo not given)	5	8	-12	22	5	26	-2	-6	1	-2	15
Cc1ccc(-c2csc3ncnc(NCCC(=O)O)c23)cc1	3	6	21	-4	8	-1	-4	-10	4	9	5
O=C(Nc1ccc(F)cc1F)c1c(C(F)(F)F)ccnc1Oc1cccc(C(F)(F)F)c1	-2	5	25	5	6	10	8	12	5	-9	1
CO/N=C/NC(=O)NOCc1ncc(C(F)(F)F)cc1Cl	2	-1	-22	11	-5	-6	-5	-13	7	-8	6

# The listing continues:
SMILES	ABHD5 PLIN5 PPI	TLR9-MyD88 block	NCOA1 inh	TROY NFkB inh	TWEAK-Fn14 inh	LRH-1 inv ag	Granule exo inh	NR2F2 inh	NCOA2 inhibitor	NOD2-RIPK2 inh	SRC3 inh
COc1cc(C=O)cc(Br)c1OCC(N)=O	-4	4	-14	8	20	5	-3	-2	-11	-21	-18
COc1ccc(OC)c(S(=O)(=O)Nc2ccc3[nH]c(=O)[nH]c3c2)c1	-1	-7	6	18	20	-4	1	10	12	3	-9
CCOc1ccc2oc(C(=O)Nc3ccc4c(c3)OCO4)c(C)c2c1	1	8	-49	-69	4	-56	14	-19	-42	1	-59
COc1ccc(NC(=O)C2(C)CCN2CCc2ccccc2)cc1OC (stereo not given)	-7	.	-10	-9	-22	10	0	12	-2	-14	-18
COc1ccc(OCC(O)CNC(C)c2ccccc2)cc1 (stereo not given)	-16	-6	-10	-2	0	6	-10	16	-4	2	-7
CCOC(=O)c1cc2c(=O)n3cccc(C)c3nc2n(Cc2ccco2)c1=NC(=O)c1ccccc1	22*	11&-3	-8&-4	4&-29	16&-17	-9&-15	17&7	-24&-3	-44&-15	-10&-7	-9&-6
O=C(O)CCC(=O)c1ccc2c(c1)OCCO2	1	-5	0	-13	-30	-11	-6	-14	-38	3	-1
c1ccc(-c2csc(=Nc3cccnc3)n2CC2CCCO2)cc1 (stereo not given)	-7	-7	-2	-11	8	-13	-2	16	13	-6	20
CS/C(=N\S(=O)(=O)c1cccs1)Nc1cccc(Cl)c1C	-1	9	7	6	12	-9	-1	9	5	5	13
COc1cc(NC(=S)N2CCN(c3ccccn3)CC2)cc(OC)c1OC	-3	-2	2	3	19	-21	3	1	4	-5	11
COc1ccc(Cn2c(CO)cnc2SCC(=O)Nc2cc(C)on2)cc1	5	-3	-5	-1	4	1	-8	3	-9	-6	-28
COc1ccc(CCNC(=O)C2CCN(S(=O)(=O)c3cccc4cccnc34)CC2)cc1OC	0	2	-30	1	-10	-22	2	.	.	-11	-14
COC(=O)c1c(C(=O)c2ccc(Br)cc2)n(C)c2ccccc12	6	-1	-8	1	-11	26	-1	9	18	-6	9
O=C(CCCC(=O)NC1CCCC1)NC1CCCC1	1	8	-5	6	-5	21	1	-2	-2	-11	8
O=C(O)c1cc(Br)ccc1NS(=O)(=O)c1cccc2nsnc12	-9	-6	-4	16	9	9	-1	28	-26	-11	-33
Cn1c(CNS(=O)(=O)c2ccc(Cl)cc2)cc(=O)n(C)c1=O	11	2	15	-3	24	-10	1	-3	1	-8	6
CC(C)NC(=O)OCc1c(COC(=O)NC(C)C)c([N+](=O)[O-])n2c1CCC2	7	.	-25	1	8	21	15	6	-11	-5	0
O=C(CCc1c[nH]c2ccccc12)N=Nc1c(O)[nH]c2ccccc12	0	2	-19	6	0	3	3	11	-10	-5	2
COC(=O)c1nn(-c2ccccc2)c(Cl)c1/C=N/OCc1ccc(Cl)cc1Cl	2	3	-22	-4	7	6	-4	2	-18	0	2
CC(C)Nc1nc(Nc2ccc(C(N)=O)cc2)c2sccc2n1	-6	.	-4	0	12	27	0	-23	2	2	-16
Cc1ccc(NC(=S)Nc2ccc3nc(-c4ccccn4)c(-c4ccccn4)nc3c2)cc1C	-19	14	-3	-23	28	4	1	.	.	32*	5
O=C1c2ccccc2C(Nc2ccc(Cl)cn2)N1c1cccnc1 (stereo not given)	6	-6	5	-2	2	7	2	6	13	-1	-27
CN(CC1CCCN(CCc2ccc(Cl)cc2)C1)C(=O)c1ccoc1 (stereo not given)	2	-2	-16	-18	0	0	0	1	-4	-11	9
Cc1nn(CC(=O)N(CC(C)C)C2CCS(=O)(=O)C2)c(C)c1[N+](=O)[O-] (stereo not given)	-4	-3	20	11	1	3	1	16	-11	-12	-3
Cn1nc([N+](=O)[O-])nc1Oc1ccc(C(C)(C)C)cc1	-4	-6	0	14	-4	7	-2	19	13	-14	10
CCC1(c2ccccc2)NC(=O)N(CC(=O)Nc2ccccc2C(=O)NC2CC2)C1=O (stereo not given)	4	3	-7	-10	-22	-17	4	2	6	-1	1
O=C(O)c1cccc(-n2cccc2/C=C2/SC(=O)N(CC(=O)N3CCCC3)C2=O)c1	8	3	-36	1	-7	-6	0	-5	-9	-11	11
CC(C)CN(C(=O)CSc1nnc(-c2ccco2)o1)c1c(N)n(Cc2ccccc2)c(=O)[nH]c1=O	-3	-8	-1	18	-11	0	-12	-13	2	-3	15
O=C1CC(c2ccccc2)CC(O)=C1C=NCCN1CCN(C(=O)Nc2ccccc2)CC1 (stereo not given)	2	2	1	-8	19	-4	0	-12	-9	-8	11
Cc1cc(=O)[nH]c(SCC(=O)N2CCCC(C)C2)n1 (stereo not given)	0	3	13	0	19	1	-5	1	3	-9	3

# This is a subset; count on the stated rates, not on these rows.
